High-throughput results deposited in PubChem BioAssay by several laboratories.
TcdB GH inh – TcdB glycohydrolase inhibitors, primary screen, biochemical, single point, plate reader; Toxin B (Clostridioides difficile), P18177; TcdB glycohydrolase enzymatic assay; inhibition, % at 9.99 µM; 350,000 compounds, 0.24% hits; AID 652162, 2013; in the data active = inhibition above about 10%
FadD28 binding – inhibitors of FadD28 bisubstrate probe binding, primary screen, biochemical, fluorescence polarization, single point; AID 588549, 2011; Mycobacterium tuberculosis FadD28 fatty-acid-AMP ligase; 360,000 compounds, 0.22% hits; inhibition, % at 12.5 µM; in the data active = inhibition above about 8.5%, passing the limit was not always enough
Vc quorum ag – inducers of Vibrio cholerae quorum light production without autoinducers, primary screen, BH1578 luxS cqsA deficient, single point; V. cholerae BH1578 lux reporter, luminescence, 6 h; activation, % at 18.7 µM; 350,000 compounds, 0.16% hits; in the data active = activation mostly above about 9.7%, no sharp cut-off; note: not every result past the cut was called active; inactives centre near 0; reference of the scale not given here
Y pestis TopoI – Yersinia pestis topoisomerase I inhibitors, primary screen, biochemical, cleavage product accumulation, plate reader, single point | DNA topoisomerase I (Yersinia pestis CO92) | Y. pestis Topo-I cleavage product accumulation | activity, % at 10 µM | 360,000 compounds, 0.064% hits | AID 504884, 2011; in the data active = activity above about 50%, passing the limit was not always enough; note: inactives centre near 2
BioA inh – M. tuberculosis BioA enzyme inhibitors, primary screen, biochemical, plate reader, single point, HTS; 7,8-diaminopelargonic acid synthase BioA (Mycobacterium tuberculosis); 360,000 compounds, 0.096% hits; inhibition, % at 9.99 µM; purified M. tuberculosis BioA enzyme; in the data active = inhibition above about 40%
GDH-TPI counter – GDH-TPI coupling enzyme inhibitors, primary screen, artefact control for M. tuberculosis FBA inhibitor project, biochemical, absorbance, full deck. 360,000 compounds, 1.2% hits. GDH-TPI coupled enzyme counterscreen, NADH absorbance. inhibition, % at 4.8 µM; in the data active = inhibition above about 30%;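 note: 0% = DMSO wells and 100% = wells lacking the enzyme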
PfHsp40 rescue – rescue of yeast from PfHsp40 toxicity, primary screen, S. cerevisiae, ATP luminescence; S. cerevisiae expressing PfHsp40, growth rescue; growth rescue, % at 12.5 µM; 340,000 compounds, 0.68% hits; in the data active = growth rescue above about 28%, passing the limit was not always enough;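 note: yeast W303a lacking pdr1 and pdr3 grown in galactose medium; growth measured after three days at 30 °C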
FBA Mtb inh – Mtb FBA enzyme inhibitors, primary screen, biochemical, fluorescence, strain H37Rv; purified M. tuberculosis FBA, fluorescence read-out; 360,000 compounds, 2.3% hits; Fructose-bisphosphate aldolase (Mycobacterium tuberculosis (strain ATCC 25618 / H37Rv)), …; AID 588726, 2011; inhibition, % at 1 µM; in the data active = inhibition above about 27%;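 note: 0% = vehicle and 100% = reference inhibitor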
Target sequence (P9WQA3 whole entry, looked up): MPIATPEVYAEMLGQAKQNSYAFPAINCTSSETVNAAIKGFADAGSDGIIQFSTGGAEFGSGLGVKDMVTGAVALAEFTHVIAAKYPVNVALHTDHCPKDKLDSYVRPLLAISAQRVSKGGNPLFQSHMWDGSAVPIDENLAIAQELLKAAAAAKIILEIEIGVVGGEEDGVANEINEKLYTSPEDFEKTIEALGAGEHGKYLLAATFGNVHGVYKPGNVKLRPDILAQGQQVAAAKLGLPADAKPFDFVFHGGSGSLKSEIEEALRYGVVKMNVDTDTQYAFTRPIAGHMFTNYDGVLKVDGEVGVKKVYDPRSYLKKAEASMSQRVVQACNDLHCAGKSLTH
UGM FP inh – M. tuberculosis UGM enzyme inhibitors, primary screen, biochemical, fluorescence polarization, single point; purified UGM, fluorescence polarization probe displacement; 320,000 compounds, 0.06% hits; inhibition, % at 10 µM; AID 504406, 2011; in the data active = inhibition above about 10%, passing the limit was not always enough
Target sequence (P9WIQ1 whole entry, looked up): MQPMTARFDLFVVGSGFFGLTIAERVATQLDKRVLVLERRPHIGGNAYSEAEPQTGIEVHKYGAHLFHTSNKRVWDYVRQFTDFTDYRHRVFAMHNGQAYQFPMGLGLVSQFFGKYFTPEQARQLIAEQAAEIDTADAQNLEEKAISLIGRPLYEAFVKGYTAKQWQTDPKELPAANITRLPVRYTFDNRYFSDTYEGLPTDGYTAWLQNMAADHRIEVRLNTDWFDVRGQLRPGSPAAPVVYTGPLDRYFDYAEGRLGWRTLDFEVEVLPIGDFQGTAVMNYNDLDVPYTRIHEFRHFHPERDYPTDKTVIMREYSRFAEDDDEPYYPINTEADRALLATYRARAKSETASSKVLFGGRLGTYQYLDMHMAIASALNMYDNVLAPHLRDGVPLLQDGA
* = called active by the depositor.

Screening O=C(O)c1ccc(-c2ncc[nH]2)cc1 returned TcdB GH inh 0.7, FadD28 binding -0.6, Vc quorum ag 0.0, Y pestis TopoI 5.6, BioA inh 0.4, GDH-TPI counter -1.9, PfHsp40 rescue 1.0, FBA Mtb inh 48.9* and UGM FP inh 0.4.
Screening CCCCNc1c2c(nc3c(-c4ccccc4)c(C)nn13)CCC2 returned TcdB GH inh -7.7, FadD28 binding -1.7, Vc quorum ag -0.4, Y pestis TopoI 3.3, BioA inh -1.0, GDH-TPI counter 6.2, PfHsp40 rescue -0.3, FBA Mtb inh 3.7 and UGM FP inh -1.1.
For CC(C)Cc1nnc(NC(=O)Cc2ccc([N+](=O)[O-])cc2)s1 the results were TcdB GH inh -0.6, FadD28 binding -1.1, Vc quorum ag 0.2, Y pestis TopoI -2.2, BioA inh 0.3, GDH-TPI counter 6.3, PfHsp40 rescue -0.8, FBA Mtb inh 1.4 and UGM FP inh 1.4.
`Cc1n[nH]c(C)c1S(=O)(=O)N1CCCC(C(=O)N2CCc3ccccc32)C1` (stereo not drawn) gave FadD28 binding -5.2, Vc quorum ag 5.6, Y pestis TopoI -4.6, BioA inh -0.1, GDH-TPI counter -13.5, PfHsp40 rescue 0.5, FBA Mtb inh -1.6 and UGM FP inh -0.9.
For CN(C)C(=O)c1cccc(-c2cnc3c(NC=O)cc(-c4cccc(C(F)(F)F)c4)cn23)c1 the results were TcdB GH inh 0.3, FadD28 binding -4.2, Vc quorum ag -0.6, Y pestis TopoI 15.7, BioA inh 1.0, GDH-TPI counter 5.8 and FBA Mtb inh 6.7.
Screening COc1ccc2c(c1)CCc1c(C(=O)NCCN3CCOCC3)noc1-2 returned FadD28 binding -3.2, Vc quorum ag 0.4, Y pestis TopoI 12.9, GDH-TPI counter 1.4, PfHsp40 rescue 1.4, FBA Mtb inh 1.1 and UGM FP inh 3.7.
Screening CCOC(=O)N1CCN(Cc2cn[nH]c2-c2cc3ccccc3o2)CC1 returned TcdB GH inh -0.1, FadD28 binding -0.1, Vc quorum ag -0.3, Y pestis TopoI -3.3, BioA inh -0.7, GDH-TPI counter 1.8, PfHsp40 rescue 0.7, FBA Mtb inh -0.8 and UGM FP inh 0.4.
`CCOc1ccc(C(=O)NNC(=O)CCNC(=O)c2ccco2)cc1OC` gave TcdB GH inh 2.5, FadD28 binding -4.1, Vc quorum ag inactive, Y pestis TopoI 0.5, BioA inh -0.8, GDH-TPI counter -4.2, PfHsp40 rescue 1.3, FBA Mtb inh -2.2 and UGM FP inh 0.5.
CC(C)(C)NC(=O)/C(=C/c1cccnc1)NC(=O)c1ccco1 was read as TcdB GH inh -2.2, FadD28 binding 0.1, Vc quorum ag inactive, Y pestis TopoI -2.9, BioA inh -0.7, GDH-TPI counter 4.4, FBA Mtb inh 0.1 and UGM FP inh -1.4.
Screening Cc1ccc(S(=O)(=O)NCc2ccc(/C=C(/C#N)C(=O)NCc3ccccc3)o2)cc1 returned TcdB GH inh 0.5, FadD28 binding -3.4, Vc quorum ag -0.2, Y pestis TopoI -7.1, GDH-TPI counter 6.9, PfHsp40 rescue -1.6, FBA Mtb inh -3.3 and UGM FP inh 2.5.
Screening COc1ccc(C2C3=C(CC(C)(C)CC3=O)Oc3ncn(CCCn4ccnc4)c(=N)c32)cc1 (stereo not drawn) returned FadD28 binding -5.5, Vc quorum ag -0.5, Y pestis TopoI 0.8, GDH-TPI counter -2.9, PfHsp40 rescue 0.7, FBA Mtb inh 1.5 and UGM FP inh 2.3.
`Cc1c(/C=N/NC(=O)c2ccc(Br)o2)cnn1C` gave TcdB GH inh 1.6, FadD28 binding -2.1, Vc quorum ag -0.6, Y pestis TopoI -5.3, BioA inh 4.0, GDH-TPI counter 9.2, PfHsp40 rescue -1.3, FBA Mtb inh 126.9* and UGM FP inh 2.6.
Screening CCc1c(C)c(C#N)c2nc3ccccc3n2c1-n1nc(C)cc1C returned FadD28 binding -0.4, Vc quorum ag inactive, Y pestis TopoI 3.0, BioA inh -0.9, GDH-TPI counter 14.4, PfHsp40 rescue -0.3, FBA Mtb inh -4.6 and UGM FP inh 3.7.
O=C(Nc1ccc([N+](=O)[O-])cc1)C1CC1(c1ccccc1)c1ccccc1 (stereo not drawn) was read as FadD28 binding -0.2, Vc quorum ag inactive, Y pestis TopoI -0.5, GDH-TPI counter 10.7, PfHsp40 rescue -0.2, FBA Mtb inh 1.5 and UGM FP inh -0.2.
Screening COC(=O)N/N=C\c1c(C)[nH]n(-c2ccccc2)c1=O returned TcdB GH inh -0.4, FadD28 binding -1.2, Vc quorum ag 0.6, Y pestis TopoI 2.8, GDH-TPI counter 0.3, PfHsp40 rescue 0.4, FBA Mtb inh -0.4 and UGM FP inh 0.6.
Cc1cccnc1NC(=S)Nc1ccc(Cl)c(Cl)c1 was read as TcdB GH inh 6.7, FadD28 binding -3.1, Vc quorum ag -0.5, Y pestis TopoI -1.2, GDH-TPI counter 9.3, PfHsp40 rescue 0.7, FBA Mtb inh 3.2 and UGM FP inh 2.9.
`CCC(C)NC(=O)c1ccc(C(=O)c2ccccc2)cc1` (stereo not drawn) gave TcdB GH inh 1.2, FadD28 binding -2.4, Vc quorum ag 0.4, Y pestis TopoI -10.6, BioA inh 1.6, GDH-TPI counter -0.6, PfHsp40 rescue 0.6, FBA Mtb inh 4.6 and UGM FP inh -3.7.
Screening O=C(O)CCSc1nnc(COc2cccc3ccccc23)n1-c1cccc(Cl)c1 returned TcdB GH inh 1.5, FadD28 binding -5.7, Vc quorum ag inactive, Y pestis TopoI 36.3, BioA inh 15.3, GDH-TPI counter 6.2, PfHsp40 rescue 4.3, FBA Mtb inh -1.9 and UGM FP inh 6.5.
For CCOc1ccc(/C=C/c2nc(C#N)c(NCCCN(C)C)o2)cc1 the results were TcdB GH inh 3.7, FadD28 binding -3.5, Vc quorum ag -0.4, Y pestis TopoI -13.1, BioA inh 3.4, GDH-TPI counter 35.7*, PfHsp40 rescue -1.1, FBA Mtb inh 16.5 and UGM FP inh -1.3.
N/C(=N\OC(=O)c1ccc2ccccc2c1)c1ccncc1 was read as TcdB GH inh 0.2, FadD28 binding -2.8, Vc quorum ag 2.3, Y pestis TopoI -0.8, BioA inh 0.6, GDH-TPI counter -1.5, PfHsp40 rescue 0.8, FBA Mtb inh -0.4 and UGM FP inh 1.4.
`O=C(COC(=O)c1ccc([N+](=O)[O-])s1)Nc1ncc(C(F)(F)F)cc1Cl` gave FadD28 binding 0.5, Vc quorum ag -0.5, Y pestis TopoI -6.7, BioA inh 0.0, GDH-TPI counter 12.5, PfHsp40 rescue -6.4, FBA Mtb inh -1.4 and UGM FP inh -1.8.
For O=C(COc1ccccc1C(=O)O)NC1CCCc2ccccc21 (stereo not drawn) the results were TcdB GH inh 0.2, FadD28 binding -0.8, Vc quorum ag inactive, Y pestis TopoI -4.0, GDH-TPI counter 4.9, PfHsp40 rescue 0.9, FBA Mtb inh -0.1 and UGM FP inh -0.3.
Screening O=C(Nc1ccc2ccccc2c1)C(c1ccccc1)C1CCCC1 (stereo not drawn) returned TcdB GH inh 0.0, FadD28 binding -6.0, Vc quorum ag -0.3, Y pestis TopoI -15.5, BioA inh -1.3, GDH-TPI counter 4.5, PfHsp40 rescue 5.8, FBA Mtb inh -4.0 and UGM FP inh 0.3.
Screening COc1ccccc1C(=O)NCC(=O)OCC(=O)c1cccc2ccccc12 returned TcdB GH inh 0.8, FadD28 binding -1.2, Vc quorum ag -0.3, Y pestis TopoI 48.0, BioA inh -0.9, GDH-TPI counter -1.1, PfHsp40 rescue -1.5, FBA Mtb inh 0.5 and UGM FP inh -0.6.
For Cc1cc(/C=C2\SC(=S)NC2=O)c(C)n1-c1ccccc1 the results were TcdB GH inh 0.6, FadD28 binding 2.4, Vc quorum ag -0.4, Y pestis TopoI 5.0, BioA inh -1.5, GDH-TPI counter 10.7, FBA Mtb inh -6.5 and UGM FP inh 0.8.
`O=c1cc(-c2ccc(O)cc2)oc2ccccc12` gave TcdB GH inh 1.1, FadD28 binding -1.7, Vc quorum ag -0.3, Y pestis TopoI -9.6, BioA inh 0.3, GDH-TPI counter 21.5, PfHsp40 rescue 1.4, FBA Mtb inh 3.2 and UGM FP inh 2.6.
O=C(NNC(=O)c1cccc2ccccc12)c1cccc(F)c1 was read as TcdB GH inh 10.5*, FadD28 binding -2.6, Vc quorum ag -0.9, Y pestis TopoI 0.1, BioA inh -0.4, GDH-TPI counter 15.1, PfHsp40 rescue -1.5 and FBA Mtb inh 5.0.
Screening COc1ccccc1CNC(=O)c1ccccc1OC returned TcdB GH inh 1.4, FadD28 binding -1.4, Vc quorum ag -12.5, Y pestis TopoI 7.3, BioA inh -0.3, GDH-TPI counter -7.1, PfHsp40 rescue 0.2, FBA Mtb inh -1.6 and UGM FP inh 0.8.
Screening CC(C)Oc1ccc(Cn2c(=O)oc3ccccc32)cc1 returned TcdB GH inh 1.3, Vc quorum ag inactive, Y pestis TopoI 15.7, BioA inh -1.9, GDH-TPI counter -2.8, PfHsp40 rescue -0.4, FBA Mtb inh -0.2 and UGM FP inh 0.8.
`Cc1ccc2c(CN(Cc3ccccc3)Cc3ccccc3)cc(=O)oc2c1` gave TcdB GH inh 0.3, FadD28 binding -2.2, BioA inh -1.6 and FBA Mtb inh -3.6.
COc1ccccc1CNC(=O)c1ccccc1N was read as TcdB GH inh 3.4, FadD28 binding -3.9, Vc quorum ag -0.2, Y pestis TopoI -8.4, BioA inh -2.3, GDH-TPI counter -8.3, PfHsp40 rescue 0.9, FBA Mtb inh 53.8* and UGM FP inh -1.3.
Screening C=CCOc1nc(N(C)C)nc(N(C)C)n1 returned FadD28 binding 1.0, Vc quorum ag -0.6, Y pestis TopoI 3.8, BioA inh -0.4, GDH-TPI counter -0.8, PfHsp40 rescue -0.6, FBA Mtb inh 1.0 and UGM FP inh -0.5.
Screening Cc1ccc(NP(=O)(Oc2ccccc2)Oc2ccccc2)cc1 returned TcdB GH inh 1.0, FadD28 binding 0.4, Vc quorum ag -0.4, Y pestis TopoI 4.8, BioA inh -4.0, GDH-TPI counter 2.5, PfHsp40 rescue -2.1 and FBA Mtb inh 6.6.
O=C(Cc1cn2ccsc2n1)Nc1nc2c(s1)CCCC2 was read as FadD28 binding -0.5, Vc quorum ag inactive, Y pestis TopoI 0.6, BioA inh 0.3, GDH-TPI counter -3.5, PfHsp40 rescue 0.4, FBA Mtb inh 3.1 and UGM FP inh 0.0.
For COc1ccc(C(=O)N/C(=C\c2ccco2)C(=O)NC2CCS(=O)(=O)C2)cc1 (stereo not drawn) the results were TcdB GH inh 0.9, FadD28 binding -1.4, Vc quorum ag -0.1, Y pestis TopoI -7.2, GDH-TPI counter -1.6, PfHsp40 rescue 1.8, FBA Mtb inh 1.9 and UGM FP inh -2.4.

Retrieved by structure from above (3):
Screening COc1ccccc1C(=O)NCC(=O)OCC(=O)c1cccc2ccccc12 returned TcdB GH inh 0.8, FadD28 binding -1.2, Vc quorum ag -0.3, Y pestis TopoI 48.0, BioA inh -0.9, GDH-TPI counter -1.1, PfHsp40 rescue -1.5, FBA Mtb inh 0.5 and UGM FP inh -0.6.
For COc1ccc(C(=O)N/C(=C\c2ccco2)C(=O)NC2CCS(=O)(=O)C2)cc1 (stereo not drawn) the results were TcdB GH inh 0.9, FadD28 binding -1.4, Vc quorum ag -0.1, Y pestis TopoI -7.2, GDH-TPI counter -1.6, PfHsp40 rescue 1.8, FBA Mtb inh 1.9 and UGM FP inh -2.4.
Screening O=C(Nc1ccc2ccccc2c1)C(c1ccccc1)C1CCCC1 (stereo not drawn) returned TcdB GH inh 0.0, FadD28 binding -6.0, Vc quorum ag -0.3, Y pestis TopoI -15.5, BioA inh -1.3, GDH-TPI counter 4.5, PfHsp40 rescue 5.8, FBA Mtb inh -4.0 and UGM FP inh 0.3.
